Tb PGK inh: T. brucei PGK inhibition; PGK/GAPDH coupled, Kinase-Glo luminescence, 60 min; Potency, µM (top dose mostly 57.5 µM), for inactives: at the top dose activity change, negative = inhibition, most hits filed as inhibitors; actives 0.043% (n = 380,000); P07378; AID 602233; also: % is scaled to controls: 0 for no effect and ±100 for the full control effect; nearly all actives have a fitted effect of over 60% in size
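Recombinant glycosomal PGK reaction used 1,3-bisphosphoglycerate generated in-well by GAPDH (100nM final) in 100mM TEA pH 7.6, 5mM MgCl2, 0.01% Tween-20. After 60 minutes at room temperature, ATP was read by Kinase-Glo Plus luminescence end-point.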
GLS inh: blocks human kidney-isoform glutaminase activity; Potency, µM (titrated, usually from 45.5 µM), without a hit: at the top dose activity change, negative = inhibition, most hits filed as inhibitors; GLS enzymatic activity, qHTS titration; actives 0.21% (n = 410,000); O94925; also: % is scaled to controls: 0 for no effect and ±100 for the full control effect
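Human kidney-isoform GLS in 45 mM KH2PO4 pH 8.2, 0.02% Tween-20, with compound, started with 1mM L-Glutamine (added stock). Glutamate oxidase/HRP/Amplex red coupled fluorescence read at start and after 30 min at RT.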
ERG Ets-DNA blk: ERG Ets/DNA interaction inhibition. fluorescence polarization, His-ERG Ets domain / labelled DNA. Potency, µM (highest dose often 76.9 µM), without a hit: top-dose FP activity, negative = inhibition, hits mostly inhibitors. actives 0.028% (n = 370,000). AID 624246; active = well fitted inhibition curve with a large enough effect in the polarisation, with a control signal flat; inconclusive = small, poorly fitted or top-dose-only effect, or effect the other way, or a change in a side signal; inactive = no such curve, though single readings can be large or run the other way; the % refers to the polarisation;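 also: polarization taken with two DNA probes labelled with fluorescein and Texas red; % of control where 0% means no effect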
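His-tagged ERG Ets domain (1 uM in the protein solution; 300mM KCl, 50mM Tris-HCl, 1mM EDTA, 1mM DTT, pH 7.5) received compound, then a probe mix of 5 nM fluorescein-DNA and 100nM Texas-615-DNA. Fluorescence polarization was read for both dyes.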
TrxR1 inh: rat TrxR1 inhibition; O89049; recombinant rTrxR1, NADPH fluorescence consumption, selenite substrate; Potency, µM (top dose mostly 114 µM), for the others: at the top dose activity change, negative = inhibition, hits mostly inhibitors; actives 1% (n = 390,000); also: % is scaled to controls: 0 for no effect and ±100 for the full control effect; nearly all actives have a fitted effect of over 65% in size
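Rat TrxR1 (90 nM in the dispensed reagent) was pre-reduced with 400 uM NADPH for 5 min at room temperature, then incubated with compound for 15 min. After 400 uM selenite was added, NADPH fluorescence (Ex 340/Em 450 nm) was followed for 8 min.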
Pin1 inhibitor: blocks the human prolyl isomerase Pin1 | Q13526 | Pin1 FP peptide displacement, HiFluor488, 10 min | Potency, µM (doses to about 115 µM), for the others: at the highest dose activity, negative = inhibition, hits mostly inhibitors | actives 0.009% (n = 390,000); active = well fitted inhibition curve with a large enough effect in the polarisation, with a control signal flat, not every such curve was filed as active; inconclusive = small, poorly fitted or top-dose-only effect, or effect the other way, or a change in a side signal; inactive = no such curve, though single readings can be large or run the other way; the % refers to the polarisation; also: % is scaled to controls: 0 for no effect and ±100 for the full control effect
RGS4 inh: inhibitors of human regulator of G protein signaling 4. actives 0.039% (n = 390,000). Potency, µM (titrated, usually from 114 µM), for inactives: at the top dose activity change, negative = inhibition, usual class: inhibitors. P49798. AID 504845. Transcreener GDP fluorescence polarization, RGS4-accelerated GTP hydrolysis; also: % is scaled to controls: 0 for no effect and ±100 for the full control effect; nearly all actives have a fitted effect of over 75% in size; some results filed as inactive show a strong effect at the top dose
Target sequence (P49798 whole entry, looked up): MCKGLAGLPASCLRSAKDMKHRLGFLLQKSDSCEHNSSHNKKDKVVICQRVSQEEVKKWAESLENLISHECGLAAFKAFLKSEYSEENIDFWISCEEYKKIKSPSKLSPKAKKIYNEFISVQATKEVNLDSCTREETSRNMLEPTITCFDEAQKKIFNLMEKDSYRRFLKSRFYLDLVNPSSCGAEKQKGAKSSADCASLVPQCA
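MLSMR compounds (23 nl, pin-transferred) preincubated 10 min at room temperature with a 500nM (2x) first reagent, then RGS4 at 900nM (2x) plus Transcreener GDP mix added; fluorescence polarization (620/688 nm) read before and after 90 min at 30 °C.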
HP1b binding inh: inhibitors of HP1-beta chromodomain binding to methylated histone tails; P83916; AlphaScreen HP1-beta / biotin-H3K9me3 peptide binding; Potency, µM (doses to about 114 µM), for inactives: at the highest dose activity change, negative = inhibition, usual class: inhibitors; actives 0.56% (n = 390,000); also: nearly all actives have a fitted effect of over 70% in size; inactives centre near 23
Target sequence (P83916 whole entry, looked up): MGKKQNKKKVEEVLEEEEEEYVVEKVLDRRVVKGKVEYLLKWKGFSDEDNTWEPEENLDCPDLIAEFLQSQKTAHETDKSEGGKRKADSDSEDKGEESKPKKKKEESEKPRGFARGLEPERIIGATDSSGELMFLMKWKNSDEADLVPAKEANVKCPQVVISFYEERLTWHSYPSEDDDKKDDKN
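HP1-beta protein (50 nM final) preincubated 30 min at room temperature with biotinylated H3(1-18)K9me3 peptide (50 nM) in PBS pH 7.4, 0.01% Tween-20, then compound added for 30 min. AlphaScreen streptavidin donor/nickel chelate acceptor beads (10 ug/mL final), 30 min dark, luminescence read.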
ALOX12 inh: inhibitors of human 12S-lipoxygenase ALOX12; Potency, µM (highest dose often 108 µM), for inactives: at the highest dose activity change, negative = inhibition, actives largely listed as inhibitors; purified 12hLO, xylenol orange hydroperoxide absorbance; actives 1.1% (n = 580,000); AID 1671190; P18054; also: % is scaled to controls: 0 for no effect and ±100 for the full control effect
Target sequence (P18054 whole entry, looked up): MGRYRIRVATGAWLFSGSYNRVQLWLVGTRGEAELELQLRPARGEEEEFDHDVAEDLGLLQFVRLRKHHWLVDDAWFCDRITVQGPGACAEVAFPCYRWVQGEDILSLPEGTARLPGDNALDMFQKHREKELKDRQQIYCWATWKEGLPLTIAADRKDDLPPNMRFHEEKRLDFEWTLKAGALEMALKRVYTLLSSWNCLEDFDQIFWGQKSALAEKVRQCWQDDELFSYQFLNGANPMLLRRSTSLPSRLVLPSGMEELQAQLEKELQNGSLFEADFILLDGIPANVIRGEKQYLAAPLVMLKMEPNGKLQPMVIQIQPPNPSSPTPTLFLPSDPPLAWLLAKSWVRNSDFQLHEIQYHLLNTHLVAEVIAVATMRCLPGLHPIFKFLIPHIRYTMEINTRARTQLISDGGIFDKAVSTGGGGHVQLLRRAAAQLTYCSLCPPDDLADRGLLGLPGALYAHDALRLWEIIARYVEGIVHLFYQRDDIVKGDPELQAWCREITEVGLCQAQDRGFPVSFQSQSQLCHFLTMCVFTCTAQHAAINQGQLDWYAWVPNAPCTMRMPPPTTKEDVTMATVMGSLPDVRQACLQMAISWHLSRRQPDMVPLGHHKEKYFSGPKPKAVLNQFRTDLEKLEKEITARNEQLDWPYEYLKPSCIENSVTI
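Hydroperoxide product was detected by ferrous iron/xylenol orange as the 573 to 405 nm absorbance ratio. Arachidonic acid at 40 uM (final) was turned over for 30 min at room temperature by 150 nM human 12hLO, pH 7.0 Hepes buffer, after 15 min compound preincubation.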
JMJD2A Tudor: blocks the human JMJD2A Tudor domain. AlphaScreen JMJD2A-Tudor / H3K4me3 peptide binding. Potency, µM (titrated, usually from 114 µM), without a hit: top-dose activity change, negative = inhibition, most hits filed as inhibitors. actives 4.4% (n = 390,000); also: % is scaled to controls: 0 for no effect and ±100 for the full control effect; nearly all actives have a fitted effect of over 50% in size
Numbers without * were called inactive; i = inactive; ? = inconclusive; · = no result given; & = joins results of further samples; [ ] = remark or other dose. Unless noted, calls follow the shape of the dose curve; as a rule, active = well fitted curve in the direction sought with a large enough effect; inconclusive = small, poorly fitted or top-dose-only effect, or another doubt; inactive = no such curve, though single readings can be large; an effect the other way counts as inactive or inconclusive. Potency is read from the fitted curve at half-maximal effect.

SMILES	Tb PGK inh	GLS inh	ERG Ets-DNA blk	TrxR1 inh	Pin1 inhibitor	RGS4 inh	HP1b binding inh	ALOX12 inh	JMJD2A Tudor
Cn1nc(/C=C/c2ccccc2)ccc1=O	-7%	6%	3%	22%	1%	-9%	4%	-11%	-22%[11.4 µM]
O=C(CN(c1ccccc1)S(=O)(=O)c1ccccc1)NCCSCc1ccco1	-8%	5%	9%	?	-1%	-31%	-16%	0%	56µM*
Cc1sc(NC(=O)CCCC(=O)O)c(C(N)=O)c1-c1ccccc1	i	3%	8%	3%[57.1 µM]	-10%	-46%	-33%	?	-23%
CNC(=O)c1sc(Nc2cc(C)ccc2C)nc1C	-2%	?	-9%	10%[11.4 µM]	-2%	-3%	?	?	-27%
CCc1ccc(-c2cc(C)no2)cc1S(=O)(=O)N1CC(=O)Nc2ccccc21	8%	-3%	1%	14%	?	-10%	41%[activator]	0%	1%
Cc1c(C(=O)O)oc2ccc(S(=O)(=O)NCCC3=CCCCC3)cc12	-10%	-1%	-3%	-8%	-15%	-24%	23%	?	-21%
CN(C)c1ccc(C(=S)N2CCCCC2)cc1Br	-4%	0%	-9%	16%[57.1 µM]	-4%	-1%	-17%	-8%	-33%
CC(CC(=O)N1CCN(S(=O)(=O)c2ccccc2)CC1)n1cncn1 (stereo unspecified)	-6%	5%	9%	23%	-1%	9%	-3%	-2%	-11%
O=C(CSc1nnc(Cc2cc(=O)[nH]c(=O)[nH]2)n1-c1ccccc1)NCC1CCCO1 (stereo unspecified)	i	-1%	6%	16%	?	-8%[56.9 µM]	60%[activator]	?	-11%[57.1 µM]
CCOCCCNC(=O)c1ccccc1Br	-3%	-24%	-3%	18%	-10%	-20%	23%	-22%	-14%
CC(C)NC(=O)CN1C(=O)CCn2nc(-c3cn(C)c4ccccc34)cc21	i	0%	2%	-1%[57.1 µM]	-2%	-2%	26%[57 µM]	-29%	-10%
CCOC(=O)c1sc(=N)n(-c2ccc(OC)cc2)c1C	-1%	8%	9%	0%	0%	-18%	27%	11%	-10%
CS(=O)(=O)N(CC(=O)NC1CCCCC1)c1cccc(F)c1	i	-3%	-6%	4%	1%	10%	38%	-8%	19%
Cc1ccccc1-c1n[nH]c(=S)n1/N=C/C=C/c1ccco1	-16%	-12%	30%[activator]	4µM*	·	?	-11%	?	18µM*
CCc1noc(C)c1C(=O)OCC(=O)Nc1ccc(F)cc1Cl	-12%	-2%	1%	46%[activator]	0%	12%	14%	67%[activator]	0%
CN(C)C1CCN(Cc2cc(COCc3ccccc3)c3cccnc3c2O)C1 (stereo unspecified)	-6%	0%	·	-34%	1%	-14%	26%	·	32µM*
COCc1cc(CN(C)C(=O)c2oc3c(F)cccc3c2C)[nH]n1	-9%	0%	-2%	18%	0%	-23%	34%	1%	2%
COC(=O)c1cc(=O)c2c([N+](=O)[O-])ccc(OC)c2o1	i	-1%	-2%	-2%[57.1 µM]	1%	-14%	48%[activator]	3%	-3%
CCOC(=O)c1n[nH]n2c1nc(=O)c1ccccc12	-3%	-8%	-2%	30%	-3%	-20%	27%	-3%	-3%
N#Cc1cc(Br)ccc1N=C1CCCN1c1ccccc1	i	-3%	10%	-8%	1%	-9%	112%[activator]	-17%	38%[activator]
COc1ccc(-c2cn(-c3ccc(C)c(Cl)c3)c(=S)[nH]2)cc1OC	5%	3%	4%	-46%[57.1 µM]	3%	-45%	-4%	?	-15%
COCCOC(=O)C1=C(C)N(Cc2ccccc2)C(=O)NC1c1ccc(OC)cc1 (stereo unspecified)	-5%	-8%	4%	16%[57.1 µM]	-6%	11%	5%	5%	-18%
Cn1ncc(Cl)c1C(=O)Nc1nc2ccc(Cl)cc2s1	-6%	-9%	4%	4%	2%	-35%	-16%	-24%	-10%
O=C(Oc1ccccc1N1C(=O)C2CCCCC2C1=O)c1ccc(Cl)cc1 (stereo unspecified)	10%	15%	0%	18%	5%	5%	20%	0%	0%
CC(c1ccccc1)N1CC(C(=O)O)CC1=O (stereo unspecified)	8%	0%	3%	1%	-5%	20%	53%[activator]	-10%	5%
S=C(N/N=C/c1cccs1)NC1CC2CCC1C2 (stereo unspecified)	-2%	-4%	3%	9%[57.1 µM]	6%	-37%	-4%	?	-32%
CCN(CC)CCNCC(=O)N1c2ccccc2CCc2ccc(NC(=O)OC)cc21	-9%	-1%	0%	41%[activator]	-8%	-4%	22%	0%	-12%
CCOc1ccc2nc(N(CCN(C)C)C(=O)c3cc4ccccc4cc3OC)sc2c1	-14%	1%	14%	20%	-2%	16%	?	·	40µM*
O=C(NC1(C(F)(F)F)C(=O)Nc2c1c(=O)[nH]c(=O)n2Cc1ccccc1)c1ccco1 (stereo unspecified)	-6%	·	6%	-16%	5%	3%	24%	-20%	4%
COc1cccc(N2C(=O)N(c3ccccc3Cl)C3CS(=O)(=O)CC32)c1 (stereo unspecified)	i	-3%	6%	8%	3%	-13%	31%	0%	-1%
Cc1ccc(S(=O)(=O)N2CCCCC2)cc1NC(=O)CCc1nc2ccccc2c(=O)[nH]1	-1%	-24%	14%	7%	16%	?	17%	23%	-20%
O=C(c1ccccc1F)N1CCN(CC2CC3C=CC2C3)CC1 (stereo unspecified)	0%	9%	-1%	-4%	-3%	15%	?	-26%	4µM*
O=C(NCCc1ccccc1)c1cc(S(=O)(=O)N2CCCCC2)c[nH]1	8%	0%	1%	-8%	-1%	13%	28%	-21%&-9%	-18%
CSc1sc(C)cc1C=O	i	13%	0%	4%[57.1 µM]	1%	9%	1%	-15%	-15%
Cn1nnnc1NCc1cccc(Cl)c1	-6%	0%	0%	-6%	-14%	14%	25%	2%	-5%
Cc1ccc2cc(CN(CC3CCCO3)C(=O)c3cccs3)c(=O)[nH]c2c1 (stereo unspecified)	3%	0%	-4%	2%	4%	24%	9%	-22%	-4%
COC1(OC)C(/C=C/c2ccc(Cl)cc2)C(C#N)(C#N)C1(OC)OC (stereo unspecified)	1%	-5%	5%	-27%	53%[activator]	-28%	65%[activator]	1%	-3%
CCCn1ccc2c(OCC(=O)NCc3ccccc3Cl)cccc2c1=O	i	0%	2%	4%[57.1 µM]	3%	-15%	97%[activator]	-2%	-6%
COc1ccccc1N1CCN(C(=O)c2cc3cc(C)ccc3[nH]2)CC1	-3%	1%	10%	4%[57.1 µM]	-4%	-17%	8%	132%[activator]	-14%
Cc1cccc(NC(=O)C2CC(=O)N(Cc3ccccc3)C2)n1 (stereo unspecified)	5%	0%	-2%	-1%	2%	31%	12%	4%	-10%

No new results follow: 9 of the compounds above.
SMILES	Tb PGK inh	GLS inh	ERG Ets-DNA blk	TrxR1 inh	Pin1 inhibitor	RGS4 inh	HP1b binding inh	ALOX12 inh	JMJD2A Tudor
O=C(NC1(C(F)(F)F)C(=O)Nc2c1c(=O)[nH]c(=O)n2Cc1ccccc1)c1ccco1 (stereo unspecified)	-6%	·	6%	-16%	5%	3%	24%	-20%	4%
COc1cccc(N2C(=O)N(c3ccccc3Cl)C3CS(=O)(=O)CC32)c1 (stereo unspecified)	i	-3%	6%	8%	3%	-13%	31%	0%	-1%
Cc1ccc(S(=O)(=O)N2CCCCC2)cc1NC(=O)CCc1nc2ccccc2c(=O)[nH]1	-1%	-24%	14%	7%	16%	?	17%	23%	-20%
O=C(c1ccccc1F)N1CCN(CC2CC3C=CC2C3)CC1 (stereo unspecified)	0%	9%	-1%	-4%	-3%	15%	?	-26%	4µM*
O=C(NCCc1ccccc1)c1cc(S(=O)(=O)N2CCCCC2)c[nH]1	8%	0%	1%	-8%	-1%	13%	28%	-21%&-9%	-18%
CSc1sc(C)cc1C=O	i	13%	0%	4%[57.1 µM]	1%	9%	1%	-15%	-15%
Cn1nnnc1NCc1cccc(Cl)c1	-6%	0%	0%	-6%	-14%	14%	25%	2%	-5%
Cc1ccc2cc(CN(CC3CCCO3)C(=O)c3cccs3)c(=O)[nH]c2c1 (stereo unspecified)	3%	0%	-4%	2%	4%	24%	9%	-22%	-4%
COC1(OC)C(/C=C/c2ccc(Cl)cc2)C(C#N)(C#N)C1(OC)OC (stereo unspecified)	1%	-5%	5%	-27%	53%[activator]	-28%	65%[activator]	1%	-3%

Additional records.
SMILES	Tb PGK inh	GLS inh	ERG Ets-DNA blk	TrxR1 inh	Pin1 inhibitor	RGS4 inh	HP1b binding inh	ALOX12 inh	JMJD2A Tudor
COc1ccc(N2CC(O)=C(c3nc(-c4ccccc4)cs3)C2=N)cc1	-9%	?	5%	14%	-3%	-27%[11.4 µM]	2%	3%	-18%[11.4 µM]
O=C1N(c2ccccc2C(F)(F)F)O[C@@]1(c1ccccc1)C1CCCC1	5%	4%	0%	14%	-12%	-49%	99%[activator]	-3%	26%
COc1ccc(CCN2CC(C(=O)NCCc3cccc(F)c3)CCC2=O)cc1 (stereo unspecified)	1%	-22%	-14%	-1%	-2%	15%[56.9 µM]	39%	-2%	-3%
Cc1ccc(CSc2nnc(-c3ccncc3)n2N)cc1	i	-12%	-9%	8%[57.1 µM]	-1%	14%	38%[activator]	138%[activator]	-6%

Screening data deposited in PubChem by National Center for Advancing Translational Sciences (NCATS).

This is a subset; count on the stated rates, not on these rows.
